Source: PubChem BioAssay
CHRM1 agonist: human M1 muscarinic receptor agonists, primary screen, Fluo-8 calcium fluorescence, CHO-K1 cells, HTS; activation, % at 3 µM; actives 0.33% (n = 360,000); CHO-K1 hM1, agonist mode; 0% DMSO, 100% acetylcholine EC100; Muscarinic acetylcholine receptor M1 (Homo sapiens), P11229;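 active = activation above the run's mean compound activation plus 3 SD, cut at about 16% in these data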;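 also: peak over basal fluorescence ratio within a 140 s kinetic read after compound addition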
CHO-K1 Ca ag: counter-screen for M1 agonists: effect in parental CHO-K1 cells; Fluo-8 calcium fluorescence; scaled to maximal ATP response, vehicle zero; activation, % at 3 µM; actives 0.48% (n = 360,000); in the data active = activation above about 15%;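 also: untransfected CHO-K1 host cells lacking M1 receptor as counterscreen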
M4 antag: human M4 muscarinic receptor antagonists, primary screen, CHO cells, Fluo-8 calcium fluorescence. CHO-hM4 cells, ACh EC80. inhibition, % at 3 µM. actives 0.73% (n = 360,000);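 active = inhibition above its plate's cutoff, the mean inhibition of sample wells plus 3 SD, cut at about 27% in these data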;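 also: 0% = acetylcholine EC80 with DMSO and 100% = DMSO without agonist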
Target sequence (P08173 whole entry, looked up): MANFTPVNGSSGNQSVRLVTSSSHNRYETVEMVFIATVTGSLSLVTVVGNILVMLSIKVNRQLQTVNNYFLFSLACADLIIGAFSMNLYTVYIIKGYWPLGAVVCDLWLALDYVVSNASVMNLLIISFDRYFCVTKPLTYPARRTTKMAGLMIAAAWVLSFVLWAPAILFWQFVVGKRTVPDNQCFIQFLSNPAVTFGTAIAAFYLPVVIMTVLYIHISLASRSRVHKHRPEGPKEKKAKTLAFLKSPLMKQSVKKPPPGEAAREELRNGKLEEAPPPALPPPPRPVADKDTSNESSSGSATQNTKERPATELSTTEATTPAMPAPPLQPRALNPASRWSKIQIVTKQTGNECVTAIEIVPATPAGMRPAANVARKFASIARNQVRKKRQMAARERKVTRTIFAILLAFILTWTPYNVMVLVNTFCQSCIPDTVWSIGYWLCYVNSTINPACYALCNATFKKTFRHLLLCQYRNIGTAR
CHRM1 antagonist: human M1 muscarinic receptor antagonists, primary screen, CHO-K1 cells, Fluo-8 calcium fluorescence, 1536-well; Muscarinic acetylcholine receptor M1 (Homo sapiens), P11229; CHO-K1 hM1, ACh EC80 antagonist; inhibition, % at 3 µM; actives 1.3% (n = 360,000);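 active = percent inhibition above its own plate's cutoff, namely the mean of that plate's compound wells plus 3 SD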;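 also: peak over basal fluorescence ratio during 140 s after agonist addition; 0% = ACh EC80 plus DMSO and 100% = DMSO alone without agonist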
CHO-K1 Ca antag: nonselective inhibitor or artifact in parental CHO-K1 cells; ATP-induced calcium, Fluo-8 fluorescence; inhibition, % at 3 µM; actives 0.6% (n = 360,000); AID 602250;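 active = inhibition above a per-plate cutoff, the plate's mean sample inhibition plus 3 SD, cut at about 24% in these data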;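 also: 0% = DMSO plus EC80 ATP and 100% = DMSO alone without ATP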
M4 ag: human M4 muscarinic receptor agonists, primary screen, CHO-K1 cells, Fluo-8 calcium fluorescence; Muscarinic acetylcholine receptor M4 (Homo sapiens), P08173; AID 624127, 2012; CHO-K1 hM4/Gqi5; vehicle 0%, full acetylcholine response 100%; actives 0.14% (n = 360,000); activation, % at 3 µM;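 active = activation above the run mean over all test wells plus 3 SD, cut at about 32% in these data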;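 also: peak over basal fluorescence ratio per well then scaled between controls; 0% = DMSO wells and 100% = acetylcholine at EC100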
OXTR potentiate: human OXTR potentiators, primary screen, fluorescence, CHO-OTR cells, Fluo-8 calcium; Oxytocin receptor (Homo sapiens), P30559; Fluo-8 calcium fluorescence, potentiator mode; 0% = oxytocin EC15, 100% = EC100; activation, % at 3 µM; actives 0.061% (n = 320,000); AID 2445, 2010;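 active = activation above that plate's cutoff, the mean activation of tested compounds plus 3 SD, cut at about 6.6% in these data, passing the limit was not always enough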;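 also: 100% uses oxytocin at 75 nM as the full agonist control; some results filed as inactive read as strong as hits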
Target sequence (P30559 whole entry, looked up): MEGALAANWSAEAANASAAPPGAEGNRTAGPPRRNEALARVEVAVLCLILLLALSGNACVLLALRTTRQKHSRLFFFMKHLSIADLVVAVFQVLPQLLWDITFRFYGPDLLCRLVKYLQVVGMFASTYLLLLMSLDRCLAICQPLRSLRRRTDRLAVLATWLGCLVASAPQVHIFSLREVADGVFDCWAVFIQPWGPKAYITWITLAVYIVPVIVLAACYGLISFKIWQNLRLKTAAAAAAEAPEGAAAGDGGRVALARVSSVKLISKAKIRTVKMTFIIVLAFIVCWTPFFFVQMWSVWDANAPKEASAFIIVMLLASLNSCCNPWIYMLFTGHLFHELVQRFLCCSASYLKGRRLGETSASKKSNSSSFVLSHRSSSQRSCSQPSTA
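System: human OTR in CHO cells / Also added: sub-maximal oxytocin, roughly EC15 / Control set: EC15 oxytocin low, 75 nM oxytocin high / Schedule: 6 min compound pre-incubation at room temperature, 100 s kinetic read / Compound: single-point 3.0 µM / Replication: singlicate / Technique: Fluo-8 calcium dye fluorescence / Read-out basis: % activation of max/min ratio relative to oxytocin controls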
M1 PAM: human M1 muscarinic receptor positive allosteric modulators, primary screen, CHO-K1 cells, Fluo-8 calcium fluorescence, 1536-well. Muscarinic acetylcholine receptor M1 (Homo sapiens), P11229. CHO-K1 hM1, ACh EC20; 0% = ACh EC20, 100% = maximal ACh. activation, % at 3 µM. actives 0.088% (n = 360,000); in the data active = activation above about 19%, passing the limit was not always enough
CHO parental Ca: ATP-evoked calcium signal inhibitors, parental CHO, primary screen, counter-screen for OX1R antagonist project, cell-based, fluorescence, Fluo-8 calcium dye; parental CHO-K1, ATP-induced calcium, Fluo-8 fluorescence; inhibition, % at 5.6 µM; actives 0.63% (n = 330,000); AID 463079, 2010;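 active = inhibition above that plate's mean sample inhibition plus 3 SD, cut at about 26% in these data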;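 also: 0% = ATP-challenged DMSO wells and 100% = DMSO wells without ATP; some compounds past the cut are filed as inactive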
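material = parental CHO cells | also added = ATP as calcium-mobilizing challenge | dosing = single point at 5.6 µM | detection = intracellular calcium via Fluo-8 no-wash fluorescent dye | read-out = % inhibition | benchmarks = low control ATP plus DMSO, high control DMSO only | repeats = one well per compound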
An asterisk follows results filed as active; nt = no result given.

SMILES | CHRM1 agonist | CHO-K1 Ca ag | M4 antag | CHRM1 antagonist | CHO-K1 Ca antag | M4 ag | OXTR potentiate | M1 PAM | CHO parental Ca
Cc1ccc2c(c1)N(C(C)C(=O)NCc1cccs1)C(=O)CO2 (stereo unspecified) | -4 | 0.5 | 3 | -20 | -9 | 1 | -2 | 15 | -14
CCOc1cnc(-c2c(-c3c(F)cccc3Cl)noc2C)o1 | -13 | -1.0 | -3 | -2 | 9 | -1 | -2 | 1 | -15
Cc1ccc(/C=C(\NC(=O)c2ccccc2)C(=O)N2CCCC2C(=O)O)cc1 (stereo unspecified) | -2 | 0.7 | -8 | -3 | -9 | 0 | 0 | 6 | -6
NC(=O)[C@@H]1CCCN1Cc1c(C(=O)N2CCc3ccccc3C2)nc2ccc(Cl)cn12 | -5 | 0.9 | 8 | 8 | -8 | 1 | -6 | -3 | -17
CN(c1cccc(NC(=O)c2ccccc2N(C)S(C)(=O)=O)c1)S(C)(=O)=O | -2 | 0.0 | -5 | -12 | 2 | 1 | 2 | 4 | -5
O=C(NC(=S)Nc1ccccc1N1CCOCC1)c1ccc(-c2ccccc2F)o1 | -2 | 0.8 | 0 | -11 | -9 | 0 | -3 | 9 | -16
Cc1cc(OCC(=O)Nc2ccc(CCO)cc2)c2c(C)c(C)c(=O)oc2c1 | -1 | 1.6 | 5 | -1 | -1 | 2 | -1 | -2 | -13
Cc1ccc(S(=O)(=O)N2CCN(C(C)C(=O)N3CCCc4ccccc43)CC2)cc1 (stereo unspecified) | -3 | -0.1 | 7 | -16 | 11 | -1 | -7 | 11 | -27
COc1ccc(C(C)=O)cc1CSc1nnc(Nc2ccc(C)cc2)s1 | -6 | 2.1 | 8 | 1 | -2 | 1 | -10 | -2 | -11
CCOc1ccc(OCCCC(=O)Nc2nc3ccccc3[nH]2)cc1 | -2 | -0.2 | -2 | -13 | -7 | 2 | 1 | 12 | -5
CCN(CCO)Cc1csc2cc(C)ccc12 | -6 | 0.1 | -3 | -14 | -10 | 2 | -8 | 8 | -8
COCCNC(=O)C1CCCN(S(=O)(=O)c2cccc3nsnc23)C1 (stereo unspecified) | -3 | 0.7 | -4 | -4 | -7 | 1 | -4 | 2 | -11
COc1ccccc1C(=O)N/C(=C/c1ccc2c(c1)OCO2)C(=O)Nc1ccc(C(=O)O)cc1 | 1 | -0.9 | -18 | -3 | -2 | 3 | 2 | 9 | 4
Cc1ccc(NC(=O)CNC(=O)c2ccc(Oc3ccccc3)cc2)nc1 | -2 | 2.2 | 1 | -7 | -10 | 1 | -12 | 5 | -18
CC(C)CNS(=O)(=O)c1ccc(CCC(=O)NCc2ccc(Cl)cc2)cc1 | -4 | 4.0 | 9 | -16 | -9 | 4 | -2 | 7 | -8
Cc1ccccc1Cn1nc(C)c(NC(=O)c2cc3nc(-c4ccco4)cc(C(F)(F)F)n3n2)c1C | -4 | 1.5 | -4 | -3 | -1 | 4 | nt | 2 | nt
CCc1cc(C(=O)OC)c(NC(=O)CN2CCN(C(=O)C3CCCO3)CC2)s1 (stereo unspecified) | -1 | -0.5 | 7 | -13 | 8 | 1 | -1 | 9 | -4
CN(C)/C=C/C(=O)c1ccncc1 | -6 | 0.2 | -3 | -5 | 2 | 0 | -14 | 8 | 10
COC(=O)c1ccc(C(NC(=O)OCc2ccccc2)/C(F)=C/[C@@H](C)C(=O)NCc2ccc(OC)c(OC)c2)cc1 (stereo partly specified) | -5 | 2.7 | -6 | 14 | -4 | 9 | -14 | -12 | -26
CCOC(=O)[C@@H]1[C@H]2COc3ccccc3[C@@H]2N2C(=O)N(c3cccc(C)c3)C(=O)[C@@]12C | -5 | 0.1 | 0 | -2 | -4 | 2 | -1 | 6 | -4
Nc1nc(NCCCN2CCOCC2)nc(NCc2ccccc2)c1[N+](=O)[O-] | -6 | 2.5 | -9 | 66* | -1 | 2 | 4 | -27 | -13
COc1ccccc1NS(=O)(=O)c1ccc(C)c(NC(=O)c2ccc(S(=O)(=O)N3CCCCCC3)cc2)c1 | -6 | 3.0 | 0 | 9 | -13 | 7 | -9 | -7 | -20
O=C(CCc1ccccc1)Nc1cccc(NC(=O)CCc2ccccc2)c1 | -4 | 4.7 | -7 | 10 | -18 | 11 | -8 | -3 | -29
Cc1ccc(N2C(=O)c3cccc4cccc(c34)C2=O)cc1 | -8 | 0.1 | 1 | -10 | -6 | 0 | -12 | 12 | 2
CC(C)CC(c1nnnn1C1CCCC1)N1CCC(C(N)=O)CC1 (stereo unspecified) | -8 | 0.0 | -4 | -10 | -12 | 1 | -1 | 12 | -7
(more compounds)
SMILES | CHRM1 agonist | CHO-K1 Ca ag | M4 antag | CHRM1 antagonist | CHO-K1 Ca antag | M4 ag | OXTR potentiate | M1 PAM | CHO parental Ca
CCOC(=O)c1c(CS(=O)(=O)c2ccccc2)n(C)c2cc(Br)c(O)cc12 | 0 | 2.5 | 5 | 4 | 4 | 6 | -4 | 3 | -15
CC1NC(=O)NC1CCCCC(=O)O (stereo unspecified) | -3 | 0.4 | -5 | -17 | -1 | 0 | 1 | 2 | -9
Cc1cc(NC(=O)CSc2nc3c(C)c(C)ccc3cc2C)no1 | -2 | 0.9 | 9 | -13 | -15 | 1 | -4 | 5 | 12
Brc1ccc(Nc2ncnc3[nH]ncc23)cc1 | 0 | 0.1 | 4 | -9 | -14 | 1 | 1 | 7 | -6
CCC(OC(C)=O)c1cc2c(cc1[N+](=O)[O-])OCCO2 (stereo unspecified) | -9 | -0.4 | -4 | 1 | 2 | -1 | -7 | 7 | -8
COc1cc(OC)c(OC)cc1C=NCC1(c2ccccc2)CCCC1 | -4 | 1.4 | 1 | -23 | -17 | 0 | -3 | 1 | -4
CC12CCCCC1N(O)C(=O)C(=O)N2O (stereo unspecified) | -6 | 0.7 | 0 | -3 | -15 | 0 | -6 | 3 | 1
CCOc1ccc(C2NC(=O)NC(C)=C2C(=O)OCc2ccccc2)cc1 (stereo unspecified) | -1 | -0.2 | 3 | -4 | 2 | 1 | 1 | 7 | -28
COCCCNc1nc2ccccc2nc1NS(=O)(=O)c1ccccc1 | -4 | 0.2 | 9 | -10 | -8 | 0 | -5 | 11 | 9
COc1cc2ccccc2cc1C(=O)N1CCCC(C(F)(F)F)C1 (stereo unspecified) | -5 | -0.6 | 3 | 3 | -7 | 1 | -4 | -3 | -17
CC1=C(C(=O)OC2CCC(C)CC2)C(c2ccc(O)c([N+](=O)[O-])c2)NC(=O)N1 (stereo unspecified) | -4 | 0.0 | 2 | -14 | -6 | -1 | -2 | 9 | -9
Cc1nc2sc3c(c2c(=O)n1N)CCC3 | -5 | 8.9 | -6 | -9 | -19 | 2 | -3 | 4 | 10
COCCNC(=O)Cn1nc(-c2ccccc2)c2ccccc2c1=O | -5 | 2.1 | 5 | -5 | -12 | 0 | 0 | 1 | -7
CCOC(=O)C(=O)C1C(=O)Nc2ccccc21 (stereo unspecified) | -4 | 1.5 | 8 | 1 | -11 | nt | nt | 1 | nt
C[C@H]1CN([C@@H](C)CO)C(=O)CCCn2cc(nn2)CO[C@@H]1CN(C)S(=O)(=O)c1ccc(Oc2ccccc2)nc1 | -4 | -0.1 | -26 | -10 | -9 | 6 | nt | 2 | nt
CNC(=O)c1cc2ncc(C(F)(F)F)cc2s1 | -7 | 0.0 | 9 | -2 | -2 | 0 | 3 | 8 | 24
CCCCc1c(-c2ccccc2OC)ncn1Cc1ccc(-c2ccccc2)cc1 | nt | 5.5 | 14 | nt | 5 | 6 | nt | nt | nt
O=C(Nc1ccc(Oc2ccsc2C(=O)O)cc1)c1ccccc1F | -2 | 0.4 | -1 | -15 | 1 | 1 | 0 | 11 | 2
O=C(Nc1nc(-c2cccnc2)cs1)c1cccc([N+](=O)[O-])c1 | -3 | 0.5 | -3 | -6 | 4 | 3 | 0 | 5 | -6
CC(C)Oc1ccc(Cn2c(=O)sc3ccccc32)cc1 | -6 | -0.4 | 3 | 1 | -3 | -2 | -14 | -8 | -9
COc1cc2[nH]c(Cl)c([N+](=O)[O-])c2cc1OC | -2 | 1.2 | -5 | -14 | -14 | 0 | -2 | 6 | 4
CC(C)N1CCN(c2ccncc2S(=O)(=O)N2CCOCC2)CC1 | -6 | 0.4 | 3 | 48* | -9 | 0 | -14 | -20 | 20
COC(=O)c1cn(C(=O)c2ccc(C)c(C)c2)c2ccccc12 | -5 | 0.2 | 3 | -4 | 8 | 0 | -6 | 6 | -10
O=C(NCCCc1ccccc1)C(=O)NCC1OCCN1S(=O)(=O)c1ccc(F)cc1 (stereo unspecified) | -3 | 1.7 | -7 | 2 | -5 | 5 | 1 | 3 | -20
COC(=O)C(Cc1ccccc1)NC(=O)c1cc(=O)[nH]c2ccccc12 (stereo unspecified) | 1 | 0.1 | -8 | -3 | -1 | 2 | -7 | 7 | -9
O=C(NCC(=O)N(c1ccc(Cl)cc1)C(C(=O)NC1CCCC1)c1ccncc1)c1ccco1 (stereo unspecified) | -4 | 1.5 | -19 | -20 | -14 | 1 | -10 | 13 | -14
CN(C)S(=O)(=O)c1ccc(C(=O)Nc2ccccc2OC(F)(F)C(F)F)cc1 | 1 | 1.5 | 9 | -8 | -5 | 6 | -6 | 18 | -20
COc1cc(C2C(C#N)=C(N)N(N(C)C)C3=C2C(=O)CC(C)(C)C3)cc(OC)c1OC (stereo unspecified) | -3 | 0.5 | -7 | -10 | -15 | 2 | 2 | 11 | -12

An excerpt from above in order of molar mass, smallest number first:
SMILES | CHRM1 agonist | CHO-K1 Ca ag | M4 antag | CHRM1 antagonist | CHO-K1 Ca antag | M4 ag | OXTR potentiate | M1 PAM | CHO parental Ca
CNC(=O)c1cc2ncc(C(F)(F)F)cc2s1 | -7 | 0.0 | 9 | -2 | -2 | 0 | 3 | 8 | 24
COCCNC(=O)Cn1nc(-c2ccccc2)c2ccccc2c1=O | -5 | 2.1 | 5 | -5 | -12 | 0 | 0 | 1 | -7
O=C(Nc1ccc(Oc2ccsc2C(=O)O)cc1)c1ccccc1F | -2 | 0.4 | -1 | -15 | 1 | 1 | 0 | 11 | 2
CC1=C(C(=O)OC2CCC(C)CC2)C(c2ccc(O)c([N+](=O)[O-])c2)NC(=O)N1 (stereo unspecified) | -4 | 0.0 | 2 | -14 | -6 | -1 | -2 | 9 | -9
CN(C)S(=O)(=O)c1ccc(C(=O)Nc2ccccc2OC(F)(F)C(F)F)cc1 | 1 | 1.5 | 9 | -8 | -5 | 6 | -6 | 18 | -20
CCOC(=O)c1c(CS(=O)(=O)c2ccccc2)n(C)c2cc(Br)c(O)cc12 | 0 | 2.5 | 5 | 4 | 4 | 6 | -4 | 3 | -15
